EPAC1 antag: qHTS for Antagonist of cAMP-regulated guanine nucleotide exchange factor 3 (EPAC1): primary screen | Rap guanine nucleotide exchange factor 3 (Homo sapiens), O95398 | EPAC1 GEF assay, Rap1b-BODIPY-GDP exchange fluorescence | Potency, µM (doses to about 115 µM), without a hit: at the highest dose activity change, negative = inhibition, hits mostly inhibitors | hit rate 0.14% among 360,000 | AID 720709, 2013;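 also: potency is read from the fitted curve at half-maximal effect; plate controls were vehicle for no effect and positive control for full effect; nearly all actives have a fitted effect of over 50% in size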
Target sequence (O95398 whole entry, looked up): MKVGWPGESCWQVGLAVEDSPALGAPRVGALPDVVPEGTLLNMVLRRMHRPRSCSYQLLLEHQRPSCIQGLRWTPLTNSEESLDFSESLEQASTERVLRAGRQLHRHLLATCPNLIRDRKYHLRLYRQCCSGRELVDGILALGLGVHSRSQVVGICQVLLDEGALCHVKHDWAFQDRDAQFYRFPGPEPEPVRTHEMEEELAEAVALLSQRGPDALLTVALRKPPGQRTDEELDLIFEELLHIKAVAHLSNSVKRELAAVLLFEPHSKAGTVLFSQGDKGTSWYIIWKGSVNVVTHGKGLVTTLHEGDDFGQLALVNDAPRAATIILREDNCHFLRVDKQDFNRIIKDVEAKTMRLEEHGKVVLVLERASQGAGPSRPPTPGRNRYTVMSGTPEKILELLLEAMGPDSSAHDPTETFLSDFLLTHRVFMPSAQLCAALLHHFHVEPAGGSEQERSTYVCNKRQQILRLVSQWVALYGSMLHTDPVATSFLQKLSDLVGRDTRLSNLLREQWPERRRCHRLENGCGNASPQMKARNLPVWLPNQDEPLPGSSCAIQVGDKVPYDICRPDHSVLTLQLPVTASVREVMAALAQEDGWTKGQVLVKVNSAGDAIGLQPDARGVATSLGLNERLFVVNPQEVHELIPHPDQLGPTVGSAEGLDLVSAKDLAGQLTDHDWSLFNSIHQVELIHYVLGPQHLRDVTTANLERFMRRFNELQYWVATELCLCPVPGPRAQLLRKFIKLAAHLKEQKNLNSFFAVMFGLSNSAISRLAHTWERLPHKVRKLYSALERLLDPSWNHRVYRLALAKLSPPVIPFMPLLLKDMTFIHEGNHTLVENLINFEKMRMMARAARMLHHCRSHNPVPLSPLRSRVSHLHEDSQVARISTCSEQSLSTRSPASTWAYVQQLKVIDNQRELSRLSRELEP
EPAC1 agonist: qHTS for Agonist of cAMP-regulated guanine nucleotide exchange factor 3 (EPAC1): primary screen; EPAC1 agonist qHTS, biochemical assay; response scale: 100% = response to 6.5 mM cAMP; hit rate 0.073% among 360,000; Potency, µM (titrated, usually from 154 µM), for inactives: at the top dose activation, usual class: activators; also: potency is read from the fitted curve at half-maximal effect; nearly all actives have a fitted effect of over 60% in size
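Nucleotide exchange assay: 100 nM EPAC1 with 250 nM Rap1B loaded with BODIPY-GDP and 50 uM GDP, room temperature. Fluorescence (480/540 nm) read every 5 min for 30 min; signal change normalized to 6.5 mM cAMP as full agonist.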
PI5P4Ka inh: qHTS for Inhibitors of phosphatidylinositol 5-phosphate 4-kinase (PI5P4K); max response, %; PI5P4Kalpha enzyme, ADP-Glo luminescence, 60 min; stronger effect = lower value; Phosphatidylinositol 5-phosphate 4-kinase type-2 alpha (Homo sapiens), P48426; hit rate 1.2% among 330,000; active = max response of -50% or lower; inconclusive = between -30% and -50%; inactive = -30% or higher; also: value at the top dose of about 77 µM; % is scaled to controls: 0 for no effect and ±100 for the full control effect
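Compounds were pin-transferred onto PI5P4Kalpha and substrate in HEPES pH 7.4 buffer with EGTA, CHAPS and 5% DMSO. ATP (5 microM final) started the reaction, which ran 60 minutes at room temperature before ADP-Glo detection.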
IL2 activator: qHTS of IL-2 Activators. hit rate 0.065% among 360,000. AID 652025, 2013. activation, % (series mostly up to about 46 µM). IL-2 activation reporter assay, cell-based qHTS; stimulated with anti-CD3/CD4/CD28 beads; in transgenic mouse T cells; in the data active = activation above about 50%; inconclusive = mostly about 30% to 49%; also: 0% is about no effect
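Unstimulated transgenic mouse T cells preincubated 60 min with compound, then stimulated with anti-CD3/anti-CD4-coated beads plus anti-CD28 for 18 h at 37 degrees C. IL-2 response read as EGFP and DsRed fluorescence by plate cytometry.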
GLP1R inv ag: qHTS of GLP-1 Receptor Inverse Agonists (Inhibition Mode) | Glucagon-like peptide 1 receptor (Homo sapiens), P43220 | HEK293 GLP-1R CRE-luciferase, luminescence, 24 h; GLP-1R form is constitutively active | Potency, µM (highest dose often 38.3 µM), inactives show top-dose activity change, negative = inhibition, actives largely listed as inhibitors | hit rate 1.6% among 410,000 | AID 624417, 2012; also: potency is read from the fitted curve at half-maximal effect; % is scaled to controls: 0 for no effect and ±100 for the full control effect; nearly all actives have a fitted effect of over 55% in size
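Constitutively active GLP-1R drives a cAMP-responsive luciferase in stably transfected HEK293 cells; test compounds are added after overnight (12 h) attachment and left 24 hr, and signal loss in luminescence marks inhibition.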
GLP1R cytotox: qHTS of GLP-1 Receptor Inverse Agonists: Cytotox Screen; HEK293 cAMP-luciferase reporter cells, luminescence, 24 h; hit rate 0.13% among 410,000; Potency, µM (highest dose often 38.3 µM), for inactives: at the top dose activity change, negative = inhibition, hits mostly inhibitors;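 also: loss of luciferase light is scored as toxicity; potency is read from the fitted curve at half-maximal effect; % is scaled to controls: 0 for no effect and ±100 for the full control effect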
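Cells in DMEM/10% Nu serum/1% pen-strep, 1536-well format. Pre-incubated 12 h, dosed with 23 nL compound, incubated a further 24 h. Luciferase detection, 12 min at room temp, luminescence.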
GLP-1R agonist: qHTS of GLP-1 Receptor Agonists. AID 624172, 2012. hit rate 0.007% among 380,000. Glucagon-like peptide 1 receptor (Homo sapiens), P43220. Potency, µM (highest dose often 45.6 µM), for the others: at the highest dose activation, usual class: activators. HEK293 GLP-1R CRE-luciferase, luminescence, 4-6 h; cells express a hypersensitive GLP-1R form; also: potency is read from the fitted curve at half-maximal effect; % of control where 0% means no effect
PLK1 PBD inh: qHTS for Inhibitors of PLK1-PDB (polo-like kinase 1 - polo-box domain): Primary Screen; Plk1 PBD binding of FITC phosphopeptide, fluorescence polarization; AID 720504, 2013; Potency, µM, for the others: max response, negative = inhibition, hits mostly inhibitors; hit rate 2.8% among 360,000; also: potency is read from the fitted curve at half-maximal effect; series mostly up to about 57 µM; % is scaled to controls: 0 for no effect and ±100 for the full control effect; nearly all actives have a fitted effect of over 65% in size
PTHR1 ag: qHTS for PTHR1 Agonists: Primary Screen | HEK293 GP2 PTHR1 cells, GloSensor cAMP luminescence, 1 h | Potency, µM (highest dose often 115 µM), without a hit: at the highest dose activation, hits mostly activators | AID 743266, 2014 | Parathyroid hormone/parathyroid hormone-related peptide receptor (Homo sapiens), Q03431 | hit rate 0.075% among 410,000; also: potency is read from the fitted curve at half-maximal effect; nearly all actives have a fitted effect of over 55% in size; some results filed as inactive show a strong effect at the top dose; inactives centre near -15; many of its hits are not listed in these tables
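HEK-293-derived GP2 cells expressing PTHR1 and a GloSensor cAMP reporter, 3,000/well, plated overnight, given luciferin plus IBMX (each 0.5 mM as added) for 1 h at 37 °C, then compound for 1 h at 37 °C. Luminescence was read after 15 min at room temperature.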
The depositor's hits bear a star; i = inactive; ? = inconclusive; . = no result given; [ ] = dose if it differs, or a comment. Unless noted, calls follow the shape of the dose curve; as a rule, active = well fitted curve in the direction sought with a large enough effect; inconclusive = small, poorly fitted or top-dose-only effect, or another doubt; inactive = no such curve, though single readings can be large; an effect the other way counts as inactive or inconclusive. A portion of the library; count on the stated rates, not on these rows.

mol	EPAC1 antag	EPAC1 agonist	GLP1R cytotox	GLP-1R agonist	IL2 activator	PLK1 PBD inh	GLP1R inv ag	PI5P4Ka inh	PTHR1 ag
CN(CC(=O)Nc1ccccc1Cl)C(=O)COC(=O)CCN1C(=O)C2CC=CCC2C1=O (stereo not given)	10%	-4%	-3%	-4%	-3.8	2%	4%	-2	i
COc1ccc(/C=N/NC(=O)c2ccncc2)cc1COc1ccc(NC(C)=O)cc1	3%	-10%	-5%	-5%	-0.2	1%	9%	3	-63%[inhibitor]
CN(C)CCCOC(=O)N1c2ccccc2C=Cc2ccccc21	-17%	-9%	-15%	7%	-0.1	-12%	?	2	-20%
O=C(O)CCC(=O)NNC(=O)CCC(=O)NCc1ccccc1	0%	12%	0%	-10%	0.4	-3%	-1%	-8	0%
O=C(CCCc1nc(-c2ccc(Cl)cc2)no1)NC1CCCCC1	2%	11%	19%	0%	-1.3	-4%	3%	-7	-28%
COc1ccc(NC(=S)Nc2ccccc2OC)c(OC)c1	-1%	5%	-16%	8%	-0.5	-18%	-4%	0	-9%
CC1=CSC2=NS(=O)(=O)CCN12	7%	-2%	1%	-2%	-2.0	24µM*	-13%	-3	-11%
CC(C)(C)n1nnnc1C(c1cccnc1)N(Cc1ccccc1)Cc1ccco1 (stereo not given)	-14%	5%	63%[activator]	0%	-1.0	-4%	108%[activator]	5	i
Cn1c(SCC(=O)Nc2ccc3c(c2)OCCO3)nnc1C1CC1	1%	-1%	-5%	12%	1.8	0%	-2%	-2	i
CCn1nc(NC(=O)c2cccnc2)c2cc3cccc(C)c3nc21	12%	3%	48%[activator]	3%	-0.3	-5%	13%	17	i
O[C@H]1CN(CC2CCCCC2)[C@@H](c2ccccc2)C[C@@H]1n1cc(C2CC2)nn1	-9%	-10%	5%	-6%	0.6	-2%	?	-3	i
NC(=O)CSc1nnc2ccc(-c3ccco3)nn12	-7%	-1%	5%	3%	0.0	-11%	11%	6	i
O=C(COc1ccc(F)cc1)N1CCc2ccccc2C1	-6%	-6%	7%[7.66 µM]	1%	1.3	-13%	-10%[7.66 µM]	0	-4%
NC(=O)NN=C1CCn2cccc21	-22%	-7%	7%	4%	-1.0	-7%	6%	27	-36%[inhibitor]
NC(=O)c1ccccc1NC(=O)CC12CC3CC(CC(C3)C1)C2	1%	14%	3%	10%	-0.5	-7%	?	7	-14%
CCOC(=O)c1ccccc1NC(=O)CN(c1ccccc1OC)S(C)(=O)=O	-1%	9%	11%	-5%	-1.1	-2%	6%	.	-16%[57.5 µM]
CC(C)OC(=O)N(C)C[C@H]1OCc2cnnn2CCCC(=O)N([C@H](C)CO)C[C@H]1C	6%	9%	5%	0%	3.3	-19%	5%	8	-10%
Cc1ccccc1-n1nc2c(c1NC(=O)c1ccco1)CS(=O)(=O)C2	-10%	-5%	-1%	-3%	-1.8	-5%	3%	2	i
N#CCC(=O)N/N=C\c1ccc(OC/C=C/c2ccccc2)cc1	-5%	11%	-4%	2%	-0.4	-17%	23%	-24	-4%
C(=C/c1ccnc2nc(SC/C=C/c3ccccc3)nn12)/c1ccccc1	-6%	12%	0%	13%	-0.2	-7%	-3%	.	-1%[57.5 µM]
CC(Oc1cc2oc(=O)c3c(c2cc1Cl)CCC3)C(=O)NCCCN1CCOCC1 (stereo not given)	3%	1%	7%	-2%	-1.6	0%	8%	0	i
O=C1S/C(=C\c2ccc(N3CCOCC3)o2)C(=O)N1Cc1ccc(F)cc1	1%	7%	-19%	4%	8.4	36%[activator]	7%	.	-20%[57.5 µM]
Cc1c(C(=O)N2CCCc3ccccc32)sc2nc(-c3ccccc3)cn12	-2%	3%	1%	6%	-4.4	-2%	0%	11	-92%[inhibitor]
Cc1ccc(OCCN2CCC2(C)C(=O)Nc2ccc3c(c2)OCCO3)cc1 (stereo not given)	-4%	-3%	2%	8%	-0.7	-3%	-30%	2	-25%
Nc1c(S(=O)(=O)c2ccccc2)c2nc3ccccc3nc2n1C1CC1	-24%	1%	0%	4%	-1.0	-4%	5%	-1	i
O=C(Nc1nnc(SCc2ccccc2)s1)c1ccco1	-11%	0%	-4%	-10%	1.8	-2%	1%	5	0%
Cc1ccsc1-c1cc2nc(NCCCN(C)C)n(C)c(=O)c2s1	-11%	-1%	0%	3%	-0.8	-8%	?	0	-20%
CCOC(=O)C1CCCN(C(=O)c2ccccc2NC(=O)C2=C(C)OCCS2)C1 (stereo not given)	7%	-8%	4%	3%	-0.8	-14%	8%	-2	i
Cc1ccc(NC(=O)c2c(Cl)nc3ccccn23)cc1	-2%	8%	-16%	17%	-0.9	-10%	21%	4	-10%
Cc1cc(/C=N/NC(=O)c2ccc(CN3CCOCC3)cc2)c(C)n1-c1ccccc1	9%	-2%	-20%	2%	-2.0	-1%	4%	.	i
N#CCCN1CCN(S(=O)(=O)c2ccc(C#N)cc2)CC1	-21%	9%	19%	-5%	-1.6	-5%	-13%	6	i
CCc1nc2c(OCc3ccc(Cl)cc3)cccn2c1N(C)C(=O)c1ccco1	-20%	-4%	-23%	0%	-0.8	-15%	10µM*	?	-60%[inhibitor]
O=C(NCc1ccc2c(c1)OCO2)C1(S(=O)(=O)c2ccccc2)CC1	3%	-4%	-3%	3%	-0.3	-6%	7%	3	i
CC(=O)Nc1c(S(=O)(=O)c2ccccc2)c2nc3ccccc3nc2n1Cc1ccccc1	-16%	-5%	186%[activator]	-12%	0.0	-4%	-9%	28	-7%[57.5 µM]
CCc1ccc(S(=O)(=O)N2CCN(c3ccccc3OC)CC2)cc1	-7%	9%	6%	0%	0.3	12%	?	7	-9%
Oc1cccc(NC(=S)N=Nc2c(O)[nH]c3ccc(Br)cc23)c1	-13%	0%	?	10%	-4.6	-9%	44%[activator]	?	-6%
Cc1cc(C)c(S(=O)(=O)Nc2nnc(C)s2)c(C)c1	-17%	-9%	59%[activator]	2%	-1.9	3.4µM*	6%	?	i
Cc1c(C(=O)N2CCCCC2)sc(NC(=O)c2ccco2)c1C#N	-1%	-3%	9%	5%	0.4	5%	24%	13	i
COc1ccc2c(c1)c1c(c(=O)n(-c3cc(Cl)ccc3C)c(=O)n1Cc1ccc(F)cc1)n2C	.	.	-10%	1%	.	.	11%	.	-14%
COc1ccc(-c2cn3cccnc3n2)cc1Br	3%	3%	0%	17%	-2.0	-8%	136%[activator]	-6	i
O=C(CCCCCN1C(=O)c2ccccc2C1=O)NCCc1nc2ccccc2[nH]1	-10%	4%	3%	-3%	-4.5	-7%	1%	-10	i
COc1cc(C)c(NC(=O)c2cc(C3CC3)nc3c2cnn3C(C)C)cc1OC	13%	-1%	-29%	15%	0.5	-6%	?	4	-18%
CC(C)(C)c1cc(NC(=O)c2ccc(OC3CCCC3)cc2)no1	-12%	5%	-12%	-10%	-2.1	-15%	?	0	-26%
CCCOC(=O)c1ccc(Nc2cc(C)nc3ncnn23)cc1	6%	2%	-19%	2%	0.4	4%	10%	-5	-5%
CC1(c2ccc(OC(F)F)cc2)NC(=O)N(CC(=O)NC2CCCCC2)C1=O (stereo not given)	5%	1%	2%	-2%	0.0	-6%	1%	13	i
CN(C)S(=O)(=O)c1cccc(NC(=S)N/N=C/C(c2ccccc2)c2ccccc2)c1	-13%	2%	?	12%	-4.0	-13%	0%	-4	i
CCCN(CCC)C(=S)NC(=O)c1ccc(-c2ccccc2)cc1	4%	15%	-14%	-11%	0.4	-5%	?	.	-22%
O=C(NNC(=S)NC(=O)c1ccccc1[N+](=O)[O-])c1ccccc1Cl	7%	-4%	-12%	-3%	1.2	-7%	9%	1	i
O=C(Cn1cc(/C=N/NC(=O)c2ccccc2Br)c2ccccc21)Nc1ccc(F)cc1	8%	4%	-15%	-1%	-0.2	2%	?	-4	-3%
O=C(CCCn1c(=O)[nH]c2ccccc2c1=O)NC1CCCCCC1	-12%	18%	-6%	10%	-1.9	5%	2%	11	-21%
Cc1cc(C)nc(NNC(=O)NC2CCCCC2)n1	-11%	2%	2%	-7%	-2.3	27µM*	4%	-3	i

Complete entries, quoted from the list. Values in the order: EPAC1 antag | EPAC1 agonist | GLP1R cytotox | GLP-1R agonist | IL2 activator | PLK1 PBD inh | GLP1R inv ag | PI5P4Ka inh | PTHR1 ag
Record of COc1cc(C)c(NC(=O)c2cc(C3CC3)nc3c2cnn3C(C)C)cc1OC → 13% | -1% | -29% | 15% | 0.5 | -6% | ? | 4 | -18%
Record of CC1(c2ccc(OC(F)F)cc2)NC(=O)N(CC(=O)NC2CCCCC2)C1=O (stereo not given) → 5% | 1% | 2% | -2% | 0.0 | -6% | 1% | 13 | i
